PAFAH1B2 inh: PAFAH1B2 (human) inhibition; recombinant PAFAH1B2, FP-rhodamine activity probe, fluorescence polarization; inhibition, % at 3.39 µM; 1.2% of 340,000 active; AID 492953;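 active = inhibition above the mean of all tested compounds plus 3 SD, cut at about 24% in these data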;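 note: 0% = enzyme with DMSO and 100% = wells lacking PAFAH1B2; many of its hits are not listed in these tables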
EBNA-1 inh: blocks EBNA-1 binding to DNA; EBNA-1 DNA binding, fluorescence polarization; inhibition, % at 14.8 µM; 0.34% of 300,000 active; AID 1950; in the data active = inhibition above about 28%
LYPLA1 counter: counter-screen for PME1 inhibitors: inhibitors of human LYPLA1; O75608; recombinant LYPLA1, FP-Rh probe fluorescence polarization; inhibition, % at 5.9 µM; 0.16% of 320,000 active; AID 2174;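 active = inhibition above the mean of all tested compounds plus 3 SD, set per campaign, cut at about 14% in these data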;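 note: inhibitors block serine hydrolase probe labeling of LYPLA1 so polarization falls; 0% = enzyme with DMSO and 100% = wells lacking LYPLA1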
Target sequence (O75608 whole entry, looked up): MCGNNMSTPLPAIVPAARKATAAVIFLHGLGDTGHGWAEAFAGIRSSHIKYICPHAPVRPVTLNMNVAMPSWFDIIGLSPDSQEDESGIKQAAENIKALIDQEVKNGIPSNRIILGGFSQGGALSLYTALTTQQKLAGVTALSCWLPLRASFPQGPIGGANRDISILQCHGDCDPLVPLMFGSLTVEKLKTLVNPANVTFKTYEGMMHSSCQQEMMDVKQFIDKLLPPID
LYPLA2 counter: blocks human lysophospholipase 2, a PME1 counter-screen | recombinant LYPLA2, FP-Rh probe fluorescence polarization | 0.38% of 320,000 active | inhibition, % at 5.9 µM;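 active = inhibition above the screen-wide mean plus 3 SD, limit set per campaign, cut at about 26% in these data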;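 note: 0% = LYPLA2 with DMSO and 100% = wells lacking LYPLA2 enzyme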
Target sequence (O95372 whole entry, looked up): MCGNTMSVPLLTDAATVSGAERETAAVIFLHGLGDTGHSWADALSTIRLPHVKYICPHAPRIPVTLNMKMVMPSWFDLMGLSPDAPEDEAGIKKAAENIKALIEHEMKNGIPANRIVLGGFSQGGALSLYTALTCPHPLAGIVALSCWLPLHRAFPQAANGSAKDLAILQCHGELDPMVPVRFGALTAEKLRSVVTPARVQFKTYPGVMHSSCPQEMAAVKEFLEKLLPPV
ZTA DNA inh: ZTA (EBV) inhibition in EBNA-1 counter-screen; P03206; ZTA-DNA binding, fluorescence polarization; inhibition, % at 11 µM; 0.15% of 320,000 active; in the data active = inhibition above about 33%
Target sequence (P03206 whole entry, looked up): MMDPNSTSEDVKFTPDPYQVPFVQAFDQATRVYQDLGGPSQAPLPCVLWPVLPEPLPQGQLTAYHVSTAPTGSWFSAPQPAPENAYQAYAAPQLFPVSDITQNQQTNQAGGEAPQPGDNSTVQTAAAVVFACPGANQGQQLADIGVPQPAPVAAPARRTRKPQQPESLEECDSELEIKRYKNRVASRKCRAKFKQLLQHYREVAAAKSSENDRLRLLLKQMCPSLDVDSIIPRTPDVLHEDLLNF
pPAFAH inh: inhibitors of human plasma PAF acetylhydrolase (pPAFAH) | Q13093 | 1.5% of 330,000 active | AID 463082 | recombinant pPAFAH, FP-rhodamine probe fluorescence polarization | inhibition, % at 3.39 µM;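 active = inhibition above the mean inhibition across the screen plus 3 SD, cut at about 25% in these data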;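 note: inhibitors block binding of the rhodamine activity-based probe so polarization drops; 0% = enzyme with DMSO and 100% = wells lacking pPAFAH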
PREPL inhibitor: inhibits the human prolyl oligopeptidase-like enzyme; Q4J6C6; recombinant PREPL, fluorescence polarization activity-based probe; inhibition, % at 5.96 µM; 0.68% of 320,000 active; AID 2751; in the data active = inhibition above about 43%;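 note: 0% = enzyme with DMSO and 100% = wells lacking enzyme; many of its hits are not listed in these tables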
PAFAH2 inh: PAFAH2 (human) inhibition | Q99487 | 0.99% of 340,000 active | inhibition, % at 3.39 µM | recombinant PAFAH2, FP-rhodamine activity probe, fluorescence polarization;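 active = inhibition above the mean over all tested compounds plus 3 SD, cut at about 30% in these data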;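 note: inhibitors block probe labeling of enzyme so polarization drops; 0% = enzyme with DMSO and 100% = wells lacking PAFAH2 protein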
PAFAH1B3 FP inh: PAFAH1B3 (human) inhibition; inhibition, % at 3.39 µM; Q15102; 0.28% of 340,000 active; recombinant PAFAH1B3, FP-rhodamine probe, fluorescence polarization; AID 492972;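 active = inhibition above the screen-wide average of all tested compounds plus 3 SD, cut at about 25% in these data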;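 note: 0% = enzyme with DMSO only and 100% = wells lacking PAFAH1B3 protein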
Target sequence (Q15102 whole entry, looked up): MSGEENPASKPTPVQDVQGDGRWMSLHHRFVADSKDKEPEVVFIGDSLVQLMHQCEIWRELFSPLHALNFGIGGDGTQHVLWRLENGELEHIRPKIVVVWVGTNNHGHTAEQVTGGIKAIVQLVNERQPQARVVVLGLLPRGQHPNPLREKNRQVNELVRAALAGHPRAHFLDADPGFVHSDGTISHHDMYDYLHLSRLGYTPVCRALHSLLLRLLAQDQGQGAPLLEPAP
Active calls of the source: *; · = no result given. Only part of the results is shown. The share of hits here may be higher or lower than overall.

SMILES	PAFAH1B2 inh	EBNA-1 inh	LYPLA1 counter	LYPLA2 counter	ZTA DNA inh	pPAFAH inh	PREPL inhibitor	PAFAH2 inh	PAFAH1B3 FP inh
Cc1ncoc1C(=O)N1CCCC(C(=O)c2ccc(-c3ccccc3)cc2)C1 (centres undefined)	4	2	2	5	17	2	15	-2	5
CSCCC(NC(=O)c1ccccc1)C(=O)NCCCSc1ccccc1 (centres undefined)	10	·	0	-2	-4	2	11	-2	2
COc1ccc(S(=O)(=O)N(CCc2ccccc2)CC(=O)O)cc1C	10	-9	2	3	-7	-3	14	3	10
COc1ccc2cc(CN(Cc3ccco3)C(c3nnnn3C3CCCCC3)C(C)C)c(=O)[nH]c2c1 (centres undefined)	4	4	0	6	-4	-2	-3	-8	4
CCCCCC1CCC(c2ccc(/C(N)=N/O)cc2)CC1 (centres undefined)	-1	-3	3	6	12	4	3	-1	9
CN(C)C(CNC(=O)CCNS(=O)(=O)c1ccccc1C(F)(F)F)c1ccccc1 (centres undefined)	-8	·	-3	-5	1	2	-5	1	5
O=C(N/N=C/c1cccn1-c1cccc(C(=O)O)c1)Nc1ccccc1	20	6	6	0	8	9	8	-1	8
COc1ccc(CCNC(=O)CN(CCc2ccccc2)S(C)(=O)=O)cc1OC	7	3	22*	2	-9	-2	5	1	2
Cc1ccn2cc(C34CC5CC(CC(C5)C3)C4)nc2c1	5	-2	0	-3	-11	-1	-8	-4	6
COc1ccc(NC(=O)Cc2cccc(F)c2)cc1S(=O)(=O)Nc1ccccc1Cl	6	-5	-4	-7	2	30*	-17	2	5

Entries listed above marked active in pPAFAH inh.
| Compound | PAFAH1B2 inh | EBNA-1 inh | pPAFAH inh | PREPL inhibitor | PAFAH2 inh | PAFAH1B3 FP inh |
| --- | --- | --- | --- | --- | --- | --- |
| COc1ccc(NC(=O)Cc2cccc(F)c2)cc1S(=O)(=O)Nc1ccccc1Cl | 6 | -5 | 30* | -17 | 2 | 5 |

Returning to the listing with the two entries that preceded the break.
SMILES	PAFAH1B2 inh	EBNA-1 inh	LYPLA1 counter	LYPLA2 counter	ZTA DNA inh	pPAFAH inh	PREPL inhibitor	PAFAH2 inh	PAFAH1B3 FP inh
Cc1ccn2cc(C34CC5CC(CC(C5)C3)C4)nc2c1	5	-2	0	-3	-11	-1	-8	-4	6
COc1ccc(NC(=O)Cc2cccc(F)c2)cc1S(=O)(=O)Nc1ccccc1Cl	6	-5	-4	-7	2	30*	-17	2	5
Cc1ccc(C(=O)N/C(=C/c2cccs2)C(=O)NCCc2c[nH]c3ccccc23)cc1	10	13	-9	1	9	5	-13	4	-4
CC(C)[C@H](NC(=O)c1ccco1)C(=O)OCC(=O)c1ccc2c(c1)NC(=O)CO2	6	-15	-4	-2	-7	2	-4	0	3
O=C(Cn1c(=O)sc2ccccc21)N1CCOCC1	2	3	0	3	8	7	6	4	2
O=C(COc1ccc(/C=N/NC(=O)c2ccc(O)cc2)cc1)Nc1ccc([N+](=O)[O-])cc1	-8	53*	-8	-5	13	9	1	-12	-3
CC(C)(CNS(=O)(=O)c1ccc(Br)s1)N1CCOCC1	8	·	·	·	·	0	10	2	8
CCCC(=O)N1CCN(c2ccc(NC(=O)c3sc4ccccc4c3Cl)cc2)CC1	2	-5	6	12	8	5	5	5	-2
O=C(OCCN1CCCC1=O)c1cncc(Br)c1	4	8	2	7	6	2	-1	-2	10
CCN1CCN(C(=O)c2cc3c(-c4ccc(Cl)cc4)nn(C)c3s2)CC1	7	9	-5	-5	3	4	-13	10	14
CC(O)CNc1nc2c(c(=O)n(Cc3ccc(Br)cc3)c(=O)n2C)n1C (centres undefined)	2	-6	5	-1	-2	6	-5	6	3
COc1ccc(-c2noc(CSc3nc(N)c(-c4ccccc4)c(=O)[nH]3)n2)cc1	-1	12	-1	0	4	3	7	0	1
COC(=O)c1ccc2ccn(CC(=O)NC3CCCCC3)c2c1	-1	-17	-5	-9	-12	-7	-4	-4	3
CC1=C/C(=C/N(C)C)C(=O)O1	4	-2	1	0	-5	6	1	4	6
CCOC(=O)c1c(C)oc2c(CC(=O)c3ccccc3)c(Cl)c(O)c(O)c12	3	6	-3	5	3	18	2	7	8
O=C(Nc1cccc(S(=O)(=O)N2CCCC2)c1)c1cccc(OC(F)F)c1	-2	-2	-2	-4	8	6	-5	-5	4
Cc1ccc(S(=O)(=O)N(C)C)cc1NC(=O)C1CCC1	-1	5	1	2	0	-3	20	10	7
CC(C)(C)NC(=O)C(=O)NN=C1CCCCCCC1	0	-12	-2	-3	-13	2	10	2	6
COc1ccc(C/C(N)=N/OC(C)=O)cc1OC	-2	20	-3	-3	10	2	11	-3	-2
COc1ccc(Nc2c3c(nc4c(-c5ccccc5)c(C)nn24)CCC3)cc1	2	-4	2	3	-8	4	2	13	2
O=C(CCC(=O)N1CCOc2ccccc21)NCCCN1CCN(Cc2ccccc2)CC1	1	2	1	0	-8	6	25	-9	4
CN1CCN(S(=O)(=O)c2cccc(C(=O)Oc3cccc(Br)c3)c2)CC1	21	3	3	0	10	-1	19	8	2
COC(=O)c1cc(Br)c(=O)n(-c2ccccn2)c1	-5	3	-2	-6	-4	-6	11	-6	7
COc1ccc(OCC(=O)Nc2cccc(-c3nc4ccccc4o3)c2)cc1	4	-2	-4	-1	7	0	13	6	9
O=C(NCc1ccc2c(c1)OCO2)C(=O)NCC1CCCO1 (centres undefined)	3	-5	5	0	-19	-1	4	-1	2
Cc1ccc(NC(=O)CCc2nnc3ccc(NCc4ccco4)nn23)cc1F	3	-5	-5	-5	0	4	0	2	12
O=C1NN(c2cccc(Br)c2)C(=O)/C1=C\c1ccc(O)cc1	21	10	2	16	-18	17	15	15	2
CC(Oc1ccc(C(=O)NCCc2ccccc2)cc1)C(=O)O (centres undefined)	2	6	-2	-4	16	1	9	7	2
CN(Cc1cccc(F)c1)C(=O)c1cc(S(=O)(=O)N2CCOCC2)ccc1N1CCCC1	0	·	0	2	-2	-2	13	3	-3
CC(C)Cn1c(N)c(C(=O)COC(=O)c2cccn2C)c(=O)n(C)c1=O	5	·	·	·	·	1	4	-6	4
Cc1cccc(NC(=S)NC(=O)/C=C/c2ccco2)c1	2	-14	-5	-3	-1	19	15	9	7
C=CCNC(=O)c1onc(CSc2ccccc2C)c1C(=O)O	2	-1	-3	0	8	2	-8	36*	2
Cn1cc(C(=O)N/N=C/c2ccc3c(c2)OCO3)c2ccccc21	4	2	-2	-11	8	7	16	4	-2
CC(=O)c1cccc(NC(=O)CCNS(=O)(=O)c2cccc(C(C)=O)c2)c1	-3	-2	-1	-1	-7	2	-2	-3	12
NC(=S)NN=Cc1ccc(-c2ccc(S(=O)(=O)Nc3ncccn3)cc2)o1	10	·	·	·	·	40*	22	34*	31*
CCCC(C)C(=O)NCc1ccccc1OC (centres undefined)	4	-3	-2	-6	-24	-1	15	-9	8
O=C(O)c1ccc2cc[nH]c2c1	4	2	1	-1	-3	0	-3	6	1
COc1ccccc1N1CCN(/N=C/C(Cl)=C/c2ccccc2)CC1	15	7	-1	2	-14	5	3	13	8
O=C(Cn1c(=S)[nH]c2ccccc21)c1ccccc1	4	-4	-3	-6	14	-7	4	3	2
CC(C)(C)NC(=O)C(c1c[nH]c2ccccc12)N(C(=O)Cn1nnc(-c2ccc(F)cc2)n1)c1cccc(O)c1 (centres undefined)	2	0	-8	-6	-12	-5	23	-18	-3
Cc1cc(C)n2c(SCC(=O)Nc3ccccc3C#N)nnc2n1	0	·	-6	2	7	5	8	5	-4
Cn1ncc2c(Nc3ccccc3Cl)nc(Cl)nc21	4	-6	-3	-6	10	-1	-12	4	9
O=C(Nc1cccn2ncnc12)C(Cl)Cl	3	-18	-3	-2	-8	-4	2	2	-1
O=C(c1ccc(N2CCC3(CC2)OCCO3)c([N+](=O)[O-])c1)N1CCOCC1	3	3	2	4	9	0	6	5	-1
COc1ccc(OC)c(C(=O)N2CCC(C(=O)c3ccc(F)cc3)CC2)c1	2	-5	2	3	-8	2	13	3	-2
Cc1ccc(-n2ccc(=O)c(-c3ccnc(SCc4cccc(Cl)c4)n3)n2)cc1	-3	8	-2	4	-9	10	7	-2	-11
C=CCn1c(NC(=O)c2ccco2)nc2ccccc21	9	3	0	1	10	0	7	4	7
O=c1[nH]cnc2c1c(-c1ccccc1)cn2-c1ccccc1	-1	-22	-3	2	-6	20	11	5	9
CCOc1ccccc1Nc1nnc(SCc2nnc(-c3cc(OC)c(OC)c(OC)c3)o2)s1	-2	7	-5	1	4	3	-10	4	5
CC(C)CC(NC=C1C(=O)OC(C)(C)OC1=O)C(=O)O (centres undefined)	8	-1	-1	-2	6	5	-4	-1	1
COc1cc(C(=O)NCC2(N3CCCCC3)CCCCC2)ccc1OCC(=O)N1CCOCC1	1	5	1	0	0	2	-1	-3	-1
CC1CCN(C(=O)c2ccccc2NC(=O)c2cccc(S(=O)(=O)N(C)C)c2)CC1	10	6	3	6	-7	2	5	1	4

Next compounds
SMILES	PAFAH1B2 inh	EBNA-1 inh	LYPLA1 counter	LYPLA2 counter	ZTA DNA inh	pPAFAH inh	PREPL inhibitor	PAFAH2 inh	PAFAH1B3 FP inh
CCOC(=O)c1cc(-c2ccccc2)sc1NC(=O)C(C)N1C(=O)NC(C)(c2ccc(Cl)cc2)C1=O (centres undefined)	-12	1	-24	-54	-2	-5	-7	-23	-19
Cc1ccccc1NC(=O)COC(=O)c1ccc(S(=O)(=O)N2CCCC2)cc1	3	·	-1	-3	0	-1	9	10	-2
C=CCN(C(=O)Cn1nnc2ccccc21)C(C(=O)NCCOC)c1ccc(OC)cc1OC (centres undefined)	3	-7	3	4	-8	-1	-16	4	2
Cc1cc(NC(=O)c2ccc(NC(=O)C3CC3)cc2)no1	0	4	3	0	3	8	3	0	0
CC(NC(=O)C12CC3CC(C1)CC(n1cncn1)(C3)C2)C12CC3CC(CC(C3)C1)C2 (centres undefined)	6	-2	0	5	-1	8	-1	16	2
O=[N+]([O-])c1ccc(N(CCO)Cc2ccccc2)c([N+](=O)[O-])c1	2	-17	0	-1	-12	-3	1	15	4
CN(C)CCN(Cc1ccc(Cl)cc1)c1ccccn1	0	1	-1	4	3	3	-48	8	2
CCc1ccc(N2C(=O)CN(Cc3sccc3C)C2=S)cc1	0	-3	5	5	-16	5	0	0	9
Cc1ccc(C)c(NC(=O)C(NCC(C)(C)N2CCOCC2)c2ccccc2)c1 (centres undefined)	0	7	-2	4	8	1	13	0	5
CCCCC(=O)Nc1ccccc1C(C)C	·	-5	0	7	-6	1	-2	·	·
Cc1ccc(C(C)C)c(OCC(=O)NNC(=O)C(C(C)C)N2C(=O)c3ccccc3C2=O)c1 (centres undefined)	-1	-13	0	0	-5	4	-10	1	7
CSc1ccc(CNC2CC2)cc1	-1	4	-1	3	1	3	9	5	-6
Cc1ccc(NC(=S)NN2CCOCC2)c(C)c1	3	-4	0	-5	2	-4	16	-2	0
CCC(Sc1ccc(Cl)cc1)C(=O)Nc1nnc(-c2cccc([N+](=O)[O-])c2)s1 (centres undefined)	8	3	-6	-3	11	7	-8	7	1
CCCNC(=O)C(Cc1ccccc1)NC(=O)c1cccc([N+](=O)[O-])c1 (centres undefined)	0	·	5	5	3	-2	4	7	2
CC(=O)c1cccc(NC(=O)C2C3C=CC(C3=C(c3ccccc3)c3ccccc3)C2C(=O)O)c1 (centres undefined)	22	5	3	2	4	-10	-7	10	12
Cc1ccc(S(=O)(=O)N/N=C/c2ccccc2O)cc1	3	-5	-1	-6	0	5	-11	1	2
c1ccc(-c2nc3ccccn3c2NC2CCCC2)nc1	·	-4	-1	9	3	4	63*	·	·
O=C(NC1CC1)c1ccc(N2CCCCC2)c([N+](=O)[O-])c1	-3	7	-3	3	14	9	6	5	-5
O=C(COc1ccc2ccccc2c1)NNC(=O)c1ccccc1	4	9	3	2	15	7	0	0	7
CC1=C(C(=O)OC(C)C)C(c2c[nH]c3ccccc23)n2ncnc2N1 (centres undefined)	3	9	0	-3	7	-1	-6	2	2

Compound activity (PubChem BioAssay)
